Assay outcomes: PubChem, Vanderbilt High Throughput Screening Facility
GluA2 TARP mod – modulators of AMPA receptor GluA2-stargazin complexes | O88602+P19491 | HEK293 GluA2+stargazin, membrane potential dye (FDSS), glutamate EC50; hits were called plate by plate, in both directions | calls only at 30 µM | hit rate 3.5% among 40,000;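 active = any of four per-well response measures lying three or more SD from its plate-wide compound average, in either direction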
Target sequence (O88602 whole entry, looked up): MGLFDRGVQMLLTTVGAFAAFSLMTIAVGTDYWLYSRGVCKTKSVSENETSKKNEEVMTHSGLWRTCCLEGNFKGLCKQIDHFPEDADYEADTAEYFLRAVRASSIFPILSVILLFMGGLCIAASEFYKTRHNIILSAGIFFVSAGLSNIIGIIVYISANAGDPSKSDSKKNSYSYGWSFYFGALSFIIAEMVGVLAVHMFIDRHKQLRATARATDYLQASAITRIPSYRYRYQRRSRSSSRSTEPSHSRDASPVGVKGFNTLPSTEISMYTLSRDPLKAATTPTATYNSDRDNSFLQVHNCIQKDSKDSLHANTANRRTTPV
Target sequence (P19491 whole entry, looked up): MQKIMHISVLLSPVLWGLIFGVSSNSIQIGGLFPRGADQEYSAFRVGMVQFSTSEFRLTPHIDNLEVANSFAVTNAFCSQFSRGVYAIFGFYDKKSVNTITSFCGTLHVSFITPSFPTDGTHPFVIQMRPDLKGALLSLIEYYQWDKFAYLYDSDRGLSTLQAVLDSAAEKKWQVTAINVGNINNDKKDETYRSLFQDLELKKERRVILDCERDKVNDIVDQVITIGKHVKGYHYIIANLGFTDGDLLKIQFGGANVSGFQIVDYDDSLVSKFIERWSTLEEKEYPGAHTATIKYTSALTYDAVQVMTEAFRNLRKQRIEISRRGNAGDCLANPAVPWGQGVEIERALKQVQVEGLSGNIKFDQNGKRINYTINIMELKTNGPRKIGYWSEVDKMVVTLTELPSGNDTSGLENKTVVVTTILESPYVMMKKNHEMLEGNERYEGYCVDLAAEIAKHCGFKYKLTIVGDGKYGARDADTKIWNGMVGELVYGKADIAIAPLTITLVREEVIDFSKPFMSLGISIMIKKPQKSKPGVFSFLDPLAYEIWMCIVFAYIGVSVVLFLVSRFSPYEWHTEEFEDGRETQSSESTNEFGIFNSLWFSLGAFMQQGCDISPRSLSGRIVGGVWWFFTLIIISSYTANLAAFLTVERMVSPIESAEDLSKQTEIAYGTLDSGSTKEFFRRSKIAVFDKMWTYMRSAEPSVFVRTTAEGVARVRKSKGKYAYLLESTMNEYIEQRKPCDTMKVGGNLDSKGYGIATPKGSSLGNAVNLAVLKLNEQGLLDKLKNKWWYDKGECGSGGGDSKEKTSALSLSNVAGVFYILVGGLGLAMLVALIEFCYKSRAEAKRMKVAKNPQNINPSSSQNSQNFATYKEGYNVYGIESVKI
GluA2 TARP mod agonism max-min – also measured in GluA2 TARP mod; calls as there; compound max-min signal; compound-alone response (agonism);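 unitless range of fluorescence divided by baseline over first 100 seconds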
GluA2 TARP mod glutamate slope – second read-out of GluA2 TARP mod, no call of its own (marks repeat the call); glutamate slope, % of max; measured here: glutamate response slope, % max;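 scaled per plate between vehicle wells and maximal 1 mM glutamate control wells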
The depositor's hits bear a star; i = inactive; + = active, no number. Only part of the results is shown (hit frequency here may not be typical).

Values run as follows: GluA2 TARP mod, GluA2 TARP mod agonism max-min, GluA2 TARP mod glutamate slope
CSc1ccccc1CN1CCC(CNC(=O)C2CCN(S(C)(=O)=O)CC2)CC1
→ i, 0.0808, 47.5
Cc1ccc(Nc2ccc(NC(=O)c3ccc4c(c3)OCO4)cc2)nn1
→ i, 0.121, 55.0
Cc1ccc2nc(NC(=O)c3ccc(S(=O)(=O)C(C)C)cc3)sc2c1
→ +, 0.117*, 4.4*
Cc1ccc(-c2n[nH]n3c2nc(=O)c2ccc(C(=O)N4CCN(c5cc(C)ccc5C)CC4)cc23)cc1
→ i, 0.145, 57.4
COc1cc(NCCNC(=O)Nc2ccc(F)c(Cl)c2)nc(OC)n1
→ i, 0.211, 54.5
Cc1cc(C)n(CCNC(=O)c2ccsc2)n1
→ i, 0.146, 57.8
COc1ccc(CCNC(=O)Cc2cc(-c3cc4ccccc4o3)on2)cc1
→ i, 0.0584, 41.0
Cc1ccc(/C=C/S(=O)(=O)N2CCC(C(=O)NCc3nc(C)no3)CC2)cc1
→ i, 0.103, 68.1
Cn1cc(NC(=O)Nc2ccncc2)c2ccccc21
→ i, 0.156, 74.5
COc1ccc(C(=O)Nc2cc3c4c(c2)CCC(=O)N4CCC3)cc1
→ i, 0.0888, 63.8
COc1ccc(C)cc1N1CCCn2c1nc1c2c(=O)n(Cc2ccc(C)cc2)c(=O)n1C
→ i, 0.0582, 41.6
O=S(=O)(NCC1(O)CCCC1)c1ccccc1Cl
→ i, 0.0934, 62.4
Nc1sc(SCC(=O)Nc2ccc3c(c2)OCO3)nc1-c1ccccc1
→ i, 0.0961, 60.1
Cn1cc(C(=O)N2CCCCCC2)cc(NC(=O)c2ccc(F)c(F)c2)c1=O
→ i, 0.104, 56.1
CCOC(=O)N1CCc2c(sc(NC(=O)c3ccc(OC)cc3)c2-c2nc3ccccc3s2)C1
→ i, 0.117, 87.9
COc1ccc(CC(=O)N2CCN(c3ncnc4c3nnn4-c3ccc(C)cc3)CC2)cc1OC
→ i, 0.0379, 57.5
COCCn1nnn(-c2ccc(NC(=O)NCc3cccc4ccccc34)cc2)c1=O
→ i, 0.109, 59.8
COc1ccc(Cl)cc1NC(=O)Cn1c(C)cc(C)c(-c2nc(-c3ccc(Cl)cc3)no2)c1=O
→ i, 0.0811, 41.1
CC(C)N(C(=O)/C=C/c1c(Cl)cccc1Cl)C(C)C
→ i, 0.0725, 86.1
O=C(NCCn1ncc2c(N3CCN(c4ccccc4)CC3)ncnc21)C(=O)c1c[nH]c2ccccc12
→ i, 0.102, 74.2
Cc1ccc(S(=O)(=O)Nc2ccc(C)cc2C)cc1
→ i, 0.111, 50.2
CCCc1cc(=O)n(CC(=O)N2c3ccccc3CC2C)cn1 (stereo not drawn)
→ i, 0.086, 54.3
O=C(Cn1cnc(-c2ccccc2)cc1=O)NCc1cccs1
→ i, 0.0924, 49.7
O=C(Cc1ccc(NS(=O)(=O)c2ccc3c(c2)CCCC3)cc1)NCc1cccs1
→ i, 0.0738, 42.2
CC(=O)N1N=C(c2cccs2)CC1c1ccc2c(c1)OCO2 (stereo not drawn)
→ i, 0.066, 58.3
CCSc1ccccc1C(=O)NCC(O)(c1ccccc1)C1CC1 (stereo not drawn)
→ +, 0.0554*, 57.8*
Cc1nn(-c2ccccc2)c2sc(C(=O)NC(=S)NCc3cccnc3)cc12
→ i, 0.128, 58.3
CCCCNC(=O)NC(C(=O)OC)C12CC3CC(CC(C3)C1)C2 (stereo not drawn)
→ i, 0.035, 53.3
COc1ccc(NC(=O)COc2ccccc2C)cc1N1CCCC1=O
→ i, 0.107, 56.8
COc1ccc(C(=O)Nc2nnc(-c3cc(C)n(C)n3)o2)cc1OC
→ +, 0.21*, 58.3*
O=C(c1cc(-c2ccccc2)on1)N1CCC(c2cccs2)CC1
→ i, 0.116, 58.9
Cc1sc2nc(SCC(=O)O)[nH]c(=O)c2c1C
→ i, 0.0857, 42.6
Cc1ccc(NC(=O)C(=O)Nc2ccc(C(N)=O)cc2)cc1N1CCCCC1=O
→ i, 0.0496, 40.9
CC(=O)Nc1cccc(NC(=O)C(=O)NCCCN(C)C)c1
→ +, 0.103*, 42.8*
COc1ccc(-c2nn(-c3ccccc3)cc2/C=C(\C#N)c2nn(-c3ccccc3)c(N)c2C#N)cc1
→ i, 0.0683, 55.4
Cn1c(C(F)(F)F)nn(CCNC(=O)c2cnn(-c3ccccc3)n2)c1=O
→ i, 0.112, 65.0
Cc1ccc(-c2nnc(NC(=O)c3ccc(OC(C)C)cc3)o2)c(C)c1
→ i, 0.105, 60.2
COc1ccc(C(=O)/C=C/c2ccc(C)cc2)c(OC(=O)N2CCOCC2)c1
→ i, 0.0365, 36.9
Cc1nnc(NC(=O)CCc2csc(NS(=O)(=O)c3ccccc3)n2)s1
→ +, 0.2*, 66.6*
Cc1ccc(NC(=O)C(=O)NCC(O)c2cccn2C)cc1F (stereo not drawn)
→ i, 0.121, 65.5
Cc1ccc(Cn2c(CO)cnc2SCC(=O)N2CCCCC2)cc1
→ i, 0.0534, 73.6
O=C(Nc1nnc(-c2ccc(Br)s2)o1)c1ccc(S(=O)(=O)N2CCOCC2)cc1
→ i, 0.132, 45.2
COc1cccc2sc(N3CCN(C(=O)c4cc(C)nn4C)CC3)nc12
→ i, 0.0573, 48.4
CC(C)(C)c1ccc(NC(=O)NCCOc2ccccc2)cc1
→ i, 0.148, 36.4
Cc1cc(C)c2c(n1)sc1c(=O)n(CC(=O)Nc3ccccc3Br)cnc12
→ i, 0.125, 70.2
Cc1nc(NC2CCCCC2)c2ccsc2n1
→ i, 0.069, 53.0
COc1ccccc1NC(=O)NCc1n[nH]c(=O)c2ccccc12
→ i, 0.109, 42.3
CC1CCN(C(=O)CCc2csc(NS(=O)(=O)c3ccc(F)cc3)n2)CC1
→ i, 0.104, 63.3
COc1ccc(C(=O)Nc2sc3c(c2-c2nc4ccccc4s2)CCN(C(C)C)C3)cc1
→ i, 0.187, 68.7
COC(=O)C(=O)CC(=O)c1cccn1C
→ i, 0.109, 53.4
CC(C)c1c(C(=O)NCC2CCCO2)nnn1-c1cccc(C(F)(F)F)c1 (stereo not drawn)
→ i, 0.105, 68.2
O=C(NCCn1ncc2c(N3CCCC3)ncnc21)c1cc(-c2ccccc2)on1
→ i, 0.0599, 73.9
CNC(=O)C(=O)Nc1cccc(SC)c1
→ i, 0.0952, 57.9
O=C(NCC1CCN(Cc2ccccc2)CC1)C(=O)Nc1ccc(OC(F)(F)F)cc1
→ i, 0.0876, 61.1
Cc1noc(C)c1S(=O)(=O)N1CCN(Cc2nc(-c3cccs3)cs2)CC1
→ i, 0.132, 67.3
CC(NC(=O)C(=O)NCC1CCN(C(=O)c2ccncc2)CC1)c1ccccc1 (stereo not drawn)
→ i, 0.0907, 65.0
CN(C)C(CNC(=O)C(=O)Nc1ccccc1C#N)c1cccs1 (stereo not drawn)
→ i, 0.0813, 102.7
COc1ccc(-c2[nH]ncc2-c2nc(-c3cccs3)no2)cc1OC
→ i, 0.12, 57.1
O=C(Cn1cnc(-c2cccs2)cc1=O)NCC(F)(F)F
→ +, 0.0998*, 5.7*
CN(C)CCNc1nc2c(S(C)(=O)=O)cccc2s1
→ i, 0.0595, 62.5

The list goes on:
Values run as follows: GluA2 TARP mod, GluA2 TARP mod agonism max-min, GluA2 TARP mod glutamate slope
O=C(NC1CCCCCC1)c1ccc(S(=O)(=O)c2ccccc2)nc1
→ i, 0.0387, 47.7
COc1ccc(N2C(=O)CCS2(=O)=O)cc1S(=O)(=O)Nc1ccccc1Cl
→ i, 0.0691, 64.0
COc1ccc(S(=O)(=O)CCC(=O)Nc2nc(-c3ccccc3)c(C(C)=O)s2)cc1
→ i, 0.102, 65.8
COc1ccc(CCC(=O)Nc2ccc(N3CCCC3=O)c(OC)c2)cc1
→ i, 0.0963, 51.7
CC(=O)Nc1cccc(NC(=O)C(=O)NCC(O)c2ccc(C(F)(F)F)cc2)c1 (stereo not drawn)
→ i, 0.106, 58.4
CCOC(=O)N1CC(=O)Nc2ccccc21
→ i, 0.131, 55.5
Cc1cc(F)ccc1S(=O)(=O)Nc1ccc(CC(=O)N2CCCC2)cc1
→ i, 0.0631, 60.5
COc1ccccc1NC(=O)CSc1c(CC(C)C)cnc2c1c(=O)n(C)c(=O)n2C
→ i, 0.0385, 61.7
OC(COCC1COc2ccccc2O1)CN1CCN(c2ccc(F)cc2)CC1 (stereo not drawn)
→ i, 0.0455, 56.3
COc1cc(OC)cc(C(=O)NCC2CCN(Cc3ccccc3)CC2)c1
→ i, 0.0444, 47.0
COC(=O)c1ccc(COC(=O)c2ccc(Br)cc2)cc1
→ i, 0.0529, 32.9
COC(=O)Cn1c(=O)c2c(nc(-n3nc(C)cc3C)n2Cc2ccccc2)n(C)c1=O
→ i, 0.0537, 54.3
CCN1CCc2c(sc(NC(=O)CSc3ccc(C)cc3)c2-c2nc3ccccc3s2)C1
→ i, 0.073, 27.2
COc1ccc(-n2c(=O)c3ccccc3n(CC(=O)NCc3ccc(C)cc3)c2=O)cc1
→ i, 0.0702, 37.7
CNC(=O)C(=O)NCCC1CCCCN1S(=O)(=O)c1ccc(F)cc1C (stereo not drawn)
→ i, 0.092, 76.5
COc1ccc(S(=O)(=O)CCCC(=O)Nc2nc3cc(C)cc(C)c3s2)cc1
→ i, 0.129, 53.6
O=C(CN1CCC(c2nnc(-c3ccc(F)cc3)o2)CC1)Nc1nccs1
→ i, 0.0929, 61.6
CC(=O)N1CCc2c(sc(NC(=O)c3ccc4c(c3)CCCC4)c2-c2nc3ccccc3s2)C1
→ i, 0.111, 67.0
N#CCn1cnc2c(-c3ccccc3)csc2c1=O
→ i, 0.119, 46.5
COc1cccc(CNC(=O)Cn2c(=O)n(CC(C)C)c(=O)c3nscc32)c1
→ i, 0.0624, 54.1

Record cards, as listed above.
`CNC(=O)C(=O)NCCC1CCCCN1S(=O)(=O)c1ccc(F)cc1C` (stereo not drawn) reads GluA2 TARP mod: i; GluA2 TARP mod agonism max-min: 0.092; GluA2 TARP mod glutamate slope: 76.5
`Cc1cc(F)ccc1S(=O)(=O)Nc1ccc(CC(=O)N2CCCC2)cc1` reads GluA2 TARP mod: i; GluA2 TARP mod agonism max-min: 0.0631; GluA2 TARP mod glutamate slope: 60.5

The list goes on:
Values run as follows: GluA2 TARP mod, GluA2 TARP mod agonism max-min, GluA2 TARP mod glutamate slope
CN(C)S(=O)(=O)c1ccc(C(=O)N2CCC(Cn3cccn3)CC2)cc1
→ i, 0.14, 57.2
CCOC(=O)Cc1c(C)[nH]c(=S)[nH]c1=O
→ i, 0.0789, 42.1
COc1ccccc1NC(=O)/C=C/c1ccc(OC)c(OC)c1
→ i, 0.114, 68.1
COc1cccc(C(CNC(=O)COc2ccc3ccccc3c2)N2CCOCC2)c1 (stereo not drawn)
→ i, 0.0465, 34.8
Cc1cc(NC(=O)COc2ccc(C(C)C)cc2)n(C2CCS(=O)(=O)C2)n1 (stereo not drawn)
→ i, 0.0379, 30.9
O=C(CCCS(=O)(=O)c1ccc(Cl)cc1)Nc1nnc(-c2ccco2)o1
→ i, 0.0811, 65.9
COc1ccc(CNC(=O)Cc2cc(-c3ccc(Cl)cc3)on2)cc1
→ i, 0.0752, 47.5
O=S(=O)(c1cccc(F)c1)N1CCN(c2ccc3nnc(C4CC4)n3n2)CC1
→ i, 0.102, 42.0
O=C(Nc1cccc(N2CCCCC2=O)c1)c1ccc(Br)o1
→ i, 0.0986, 52.0
CSc1ccccc1C(=O)Nc1ccc(CC(=O)N2CCC(O)CC2)cc1
→ i, 0.0407, 21.8
Cc1ccc(OCC(=O)Nc2nnc(C)s2)c(C(C)(C)C)c1
→ i, 0.0562, 76.0
COc1ccc(S(=O)(=O)NC(C)C)cc1N(C)S(=O)(=O)c1ccc(Cl)cc1
→ i, 0.0532, 55.9
O=C(Cc1ccccc1Cl)NCC1CCN(C(=O)Nc2ccc(F)cc2)CC1
→ i, 0.0573, 60.3
O=C(Nc1cc(-c2ccccc2)nn1CCO)c1ccco1
→ i, 0.103, 62.9
CCOc1ccc(C(=O)Nc2ccc3c(c2)CCCN3C(=O)CC)cc1
→ i, 0.106, 68.0
CCOc1ccc(OCC)c(S(=O)(=O)N2CCN(c3ccc4nnc(C)n4n3)CC2)c1
→ i, 0.066, 54.2
CS(=O)(=O)N1CCC(CNC(=O)c2cc3ccccc3o2)CC1
→ i, 0.0535, 42.2
O=C(CC1Sc2ccc(C(F)(F)F)cc2NC1=O)Nc1ccc(OC(F)(F)F)cc1 (stereo not drawn)
→ i, 0.0677, 53.9
COc1cc(C(=O)Nc2ccc(S(=O)(=O)N3CCCC3)cc2)cc(OC)c1OC
→ i, 0.0901, 39.7
COc1ccc(-c2csc(-n3nc(C)cc3NC(=O)c3ccccc3C(F)(F)F)n2)cc1OC
→ i, 0.0562, 30.3
Cn1c(=O)c2c(nc(N3CCCCCC3)n2CCCOc2ccccc2)n(C)c1=O
→ i, 0.0633, 43.9
COc1cc(Cl)c(C)cc1NC(=O)Cn1nc2c(cc1=O)CCCC2
→ i, 0.0706, 74.3
O=S(=O)(c1ccc(Cl)cc1)c1nc(-c2ccco2)oc1NCc1ccco1
→ i, 0.0952, 61.6

Sorted by length of the SMILES (largest number first): part of the list above.
Values run as follows: GluA2 TARP mod, GluA2 TARP mod agonism max-min, GluA2 TARP mod glutamate slope
Cc1cc(NC(=O)COc2ccc(C(C)C)cc2)n(C2CCS(=O)(=O)C2)n1 (stereo not drawn)
→ i, 0.0379, 30.9
CN(C)S(=O)(=O)c1ccc(C(=O)N2CCC(Cn3cccn3)CC2)cc1
→ i, 0.14, 57.2
CCOc1ccc(C(=O)Nc2ccc3c(c2)CCCN3C(=O)CC)cc1
→ i, 0.106, 68.0
